Assay outcomes (PubChem)
GSH fluor = compound fluorescence on glutathione beads, profiling panel, artefact control, biophysical, 488/530 nm, flow cytometry; AID 1776, 2009; 190,000 tested, 0.25% active; fluorescence (KMESF) at 10 µM; GSH beads flow cytometry, compound fluorescence 488/530 nm; active compounds read high; in the data active means fluorescence above about 89;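 further: glutathione beads carrying GST-tagged Bcl family fusion proteins plus one bare bead set; values are compound well signal with DMSO vehicle wells as background; inactives centre near 16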
Mcl1-Bid inh = Mcl-1/Bid binding inhibitors, primary screen, biochemical, TR-FRET, 1536-well; inhibition, % at 21.7 µM; Induced myeloid leukemia cell differentiation protein Mcl-1 (Homo sapiens), Q07820; TR-FRET Mcl-1/Bid-Dy647 peptide binding; 220,000 tested, 0.97% active;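 active means compounds that cut the binding signal by more than half at the single screening dose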;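 further: His-tagged Mcl-1 with europium anti-His antibody binding Bid BH3 peptide; 0% = Mcl-1 plus peptide wells and 100% = peptide-only wells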
Target sequence (Q07820 whole entry, looked up): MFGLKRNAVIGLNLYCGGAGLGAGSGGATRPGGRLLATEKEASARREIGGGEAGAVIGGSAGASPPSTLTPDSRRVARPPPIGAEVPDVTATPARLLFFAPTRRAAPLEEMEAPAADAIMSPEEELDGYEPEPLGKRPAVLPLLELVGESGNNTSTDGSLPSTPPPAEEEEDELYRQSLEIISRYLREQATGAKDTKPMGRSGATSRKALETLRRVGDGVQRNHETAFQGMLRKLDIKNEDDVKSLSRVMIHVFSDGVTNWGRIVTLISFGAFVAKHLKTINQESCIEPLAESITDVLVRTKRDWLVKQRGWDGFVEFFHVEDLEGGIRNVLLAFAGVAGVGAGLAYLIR
Rab7 wt GTP bind = modulators of GTP binding to Rab7, primary screen, biochemical, wildtype, multiplex bead flow cytometry; Rab7 GTPase wild type (dog), Bodipy-FL-GTP binding; GST-Rab7 beads, fluorescent GTP binding; actives lie on both sides; untreated = 100%, excess cold GTP = 0%; GTP binding activity (percent of control), % at 10 µM; 190,000 tested, 0.055% active;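 active means fluorescent GTP binding to Rab7 beads changed by at least 20 points from the 100% baseline, either direction, mostly lower; inconclusive means compound itself probably fluorescent, or too few beads counted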;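 further: median green fluorescence of bound Bodipy-FL-GTP per Rab7 bead population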
Avidin bead fluor = green autofluorescence of compounds with avidin beads – biophysical, 488/530 nm, flow cytometry, artefact control, profiling panel; compound fluorescence 488/530 nm; active compounds read high; fluorescence (KMESF) at 10 µM; 220,000 tested, 0.38% active; in the data active means fluorescence above about 47; further: inactives centre near 10
Pf gametocyte = late stage P. falciparum gametocyte viability inhibitors, primary screen, ATP luminescence, HTS; P. falciparum stage V gametocytes, 24 h; inhibition, % at 10.9 µM; 150,000 tested, 0.065% active;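 active means inhibition above the mean plus 3 SD of compounds within the control limits, set per campaign, cut at about 38% in these data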;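 further: 0% = DMSO wells and 100% = medium only without gametocytes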
Cdc42 wt = modulators of GTP binding to wildtype Cdc42, primary screen, biochemical, multiplex bead flow cytometry, Bodipy-GTP | Cell division control protein 42 homolog (Homo sapiens), P60953 | GST-Cdc42 beads; actives lie on both sides | percent activity (GTP binding), % at 10 µM | 190,000 tested, 0.2% active;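 active means percent activity GTP binding at least 20 points away from the 100% baseline, either down as inhibitor or up as activator; inconclusive means compound flagged as likely green fluorescent from well-wide comparison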;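 further: median bead fluorescence of bound Bodipy-FL-GTP at 100 nM; 0% = excess unlabeled GTP control and 100% = no compound control; below 100% means less GTP binding so inhibitor and above means activator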
Target sequence (P60953 whole entry, looked up): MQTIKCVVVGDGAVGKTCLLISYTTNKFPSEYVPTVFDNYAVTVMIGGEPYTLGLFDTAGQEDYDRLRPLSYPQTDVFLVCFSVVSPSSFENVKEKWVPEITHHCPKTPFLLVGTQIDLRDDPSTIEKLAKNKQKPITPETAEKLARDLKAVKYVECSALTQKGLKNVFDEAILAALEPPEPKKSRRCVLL
Rac1 wt GTP bind = wildtype Rac1 GTP binding modulators, primary screen, biochemical, GST-Rac1 beads, flow cytometry, multiplex; Ras-related C3 botulinum toxin substrate 1 (Homo sapiens), P63000; fluorescent GTP binding; actives lie on both sides; 0 = cold GTP competed, 100 = untreated; GTP binding activity (% of control), % at 10 µM; 190,000 tested, 0.27% active;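 active means GTP binding activity at least 20 points away from the 100% control level, either lower or higher; inconclusive means compound flagged as likely green fluorescent, judged across all proteins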
Rab2 wt GTP = modulators of GTP binding to Rab2A wildtype, primary screen, biochemical, dog, bead-based flow cytometry, multiplex; Ras-related protein Rab-2A (Canis lupus familiaris), P61105; GST-Rab2 wt beads, Bodipy-GTP binding; GTP binding activity, % at 10 µM; 190,000 tested, 0.19% active; AID 760, 2007;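 active means GTP binding activity at least 20 points away from 100%, either lowered or raised; inconclusive means signal likely due to the compound's own green fluorescence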;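 further: 0% = beads with excess unlabeled GTP and 100% = no-compound control corrected for plate trend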
HRas wt GTP bind = modulators of GTP binding to HRas wildtype, primary screen, biochemical, bead-based flow cytometry, multiplex; GST-Ras wt beads, Bodipy-FL-GTP binding; actives lie on both sides; GTPase HRas (Homo sapiens), P01112; AID 759, 2007; GTP binding activity, % at 10 µM; 190,000 tested, 0.14% active;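 active means GTP binding activity at least 20% away from the 100% baseline, either lowered as inhibitor or raised as activator; inconclusive means flagged as likely green fluorescent, judged across all proteins in the well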;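 further: 0% = unlabeled GTP competition control and 100% = no-compound control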
Target sequence (P01112 whole entry, looked up): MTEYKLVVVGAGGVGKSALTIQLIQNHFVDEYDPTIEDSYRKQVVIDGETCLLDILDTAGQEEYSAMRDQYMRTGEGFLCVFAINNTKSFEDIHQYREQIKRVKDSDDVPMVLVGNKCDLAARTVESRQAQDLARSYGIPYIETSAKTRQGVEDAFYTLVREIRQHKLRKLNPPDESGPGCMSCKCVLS
Mcl1 Noxa PPI = Mcl-1/Noxa binding inhibitors, primary screen, biochemical, TR-FRET, 1536-well; TR-FRET Mcl-1/Noxa peptide binding, 2 h; inhibition, % at 21.7 µM; 220,000 tested, 1.5% active; AID 1022, 2008;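 active means compounds that cut the protein-peptide binding signal by more than 50% relative to plate controls in a single-dose test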;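 further: His-tagged Mcl-1 with rhodamine Noxa BH3 peptide and terbium anti-His antibody; 0% = Mcl-1 plus Noxa peptide wells and 100% = peptide-only wells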
Rac1 act GTP bind = GTP binding modulators of activated mutant Rac1, primary screen, biochemical, bead-based flow cytometry, multiplex, fluorescent GTP; Ras-related C3 botulinum toxin substrate 1 (Homo sapiens), P63000; GST-Rac1 activated beads; actives lie on both sides; 100% means binding = to untreated wells; percent activity (GTP binding), % at 10 µM; 190,000 tested, 0.11% active; AID 764, 2007;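 active means GTP binding at least 20 percentage points away from the 100% baseline, in either direction, so actives lie on both sides; inconclusive means Compound likely fluorescent itself, or too few beads counted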
* = called active by the depositor; ? = inconclusive; · = not tested or not shown.

canonical_smiles	GSH fluor	Mcl1-Bid inh	Rab7 wt GTP bind	Avidin bead fluor	Pf gametocyte	Cdc42 wt	Rac1 wt GTP bind	Rab2 wt GTP	HRas wt GTP bind	Mcl1 Noxa PPI	Rac1 act GTP bind
CCCCOC(=O)C(C#N)c1nc2ccccc2nc1N1CCN(Cc2ccc3c(c2)OCO3)CC1 (stereo not given)	12	-42	98	25	20	100	96	101	101	7	93
O=C(CCn1nnc2ccccc21)N1CCN(c2ccccc2)CC1	43	-54	101	·	-23	106	113	99	100	17	99
CC(C)OP(=O)(OC(C)C)C(Nc1ccccc1)c1ccccc1C(F)(F)F (stereo not given)	9	1	99	19	-13	98	102	99	98	10	96
Cc1ccc(N(C)C(=O)n2cnc3ccccc32)cc1	18	-7	108	11	-3	100	102	100	101	21	98
COc1ccc(OC)c(NC(=S)N(CCc2c(C)[nH]c3ccccc23)Cc2cccs2)c1	17	-17	99	·	·	103	109	104	104	12	103
O=C(CCc1nnc(CCCc2ccccc2)o1)NCCc1ccccc1	16	-18	93	11	-13	93	94	94	92	-1	93
COc1ccc(C(=O)Nc2ccc3c(c2)nc(CN2CCCC2)n3C)cc1	13	-33	103	6	·	97	99	98	99	31	97
COc1ccccc1NC(=O)Nc1ccc(N2CCOCC2)cc1	11	-40	95	10	11	96	98	93	96	30	96
CCOC(=O)Nc1nc(-c2ccc(F)cc2F)cs1	11	-2	99	3	0	101	99	98	100	-9	99
C=CCN1C(=O)CN=C1Nc1cc(C)cc(C)c1	16	15	98	7	10	98	101	99	99	34	100
CC12CC3(C)CC(C)(C1)CC(C(N)=O)(C2)C3	19	-6	92	10	-38	88	96	94	97	-4	94
COc1cccc(-c2csc3nnc(SCC(=O)c4ccc(NC(C)=O)cc4)n23)c1	24	16	?	7	·	?	?	?	?	-26	?
Cc1onc(-c2ccccc2)c1C(=O)NC(C)C1CCCO1 (stereo not given)	13	-18	94	35	4	99	98	93	98	19	94
COc1ccc(OCC(=O)N2CCN(C(=O)COc3ccc(Br)cc3)CC2)cc1	24	-2	97	18	15	98	95	95	96	13	98
c1csc(Cn2c(-c3cccs3)nc3ccccc32)c1	12	4	100	8	-6	102	102	102	100	15	101
O=C(COC(=O)c1ccco1)NCC1CCCO1 (stereo not given)	6	-17	99	17	-2	98	96	98	100	-2	97
CN(C)c1ccc(CNC2C3CC4CC(C3)CC2C4)cc1 (stereo not given)	12	-6	92	32	-4	96	96	94	94	24	96
CCCN(/C=N/c1sc2c(c1C#N)CCCCC2)CCC	14	-36	100	12	·	100	100	99	101	0	100
CCCn1c(SCC(=O)N2CCCc3ccccc32)nnc1-c1ccco1	49	-24	98	7	17	100	101	98	100	7	97
Cc1c(CNC(=O)c2cnn3c2NC(c2ccccc2)CC3C(F)(F)F)cnn1C (stereo not given)	21	-12	103	14	8	106	106	102	104	14	99
NS(=O)(=O)c1cccc(NC(=O)CCSc2ccccc2Cl)c1	6	-1	95	1	-13	100	101	98	99	11	90
Cc1ccccc1/C=C/C(=O)N1CCOCC1	25	-24	104	16	-10	100	100	99	101	1	95
Cc1ccc(C(=O)NCCn2cc(SCC(=O)Nc3cc(C)on3)c3ccccc32)cc1	18	-32	98	6	·	100	97	99	98	21	98
COc1cc(NC(=S)NCCCN2CCOCC2)cc(OC)c1	15	-42	99	13	·	100	104	101	100	3	99
CCCCc1ccc(-c2csc(/C(C#N)=C\c3ccc(C)o3)n2)cc1	22	-9	99	14	·	103	98	103	105	-12	99
Cc1cc(C)cc(N(C(=O)c2cccs2)C2C=CS(=O)(=O)C2)c1 (stereo not given)	14	5	100	8	2	103	96	100	97	15	99
O=CN1CCCN(Cc2nc(-c3cccc(Cl)c3)no2)CC1	11	-3	94	3	8	97	101	94	98	4	96
O=C(Nc1ccon1)c1ccc(Br)o1	33	-19	96	11	·	99	105	96	99	-2	99
NS(=O)(=O)c1cccc(NC(=O)CCS(=O)(=O)c2ccc(Cl)cc2)c1	10	-14	102	21	6	93	94	98	98	5	93
Nc1ccc(N2CCN(c3ccc(Cl)c(Cl)c3)CC2)cc1	4	-9	89	3	0	97	95	92	91	19	93
O=S(=O)(NCc1ccco1)c1cnc(Cl)c(Br)c1	7	-16	96	2	-3	100	104	99	100	1	100
Cc1cccc(/C=N/Nc2nncc3ccccc23)c1	17	-5	103	10	-3	95	96	98	97	18	95
C/C=C/C(=O)OCC(=O)Nc1cccc(F)c1	13	-12	105	11	22	96	100	97	96	-2	96
O=C(NCc1cccnc1)C1CCCN(S(=O)(=O)c2ccc(Cl)cc2)C1 (stereo not given)	35	-3	101	8	·	104	106	103	104	16	100
C=CCn1c(Oc2ccccc2)nc2c1c(=O)n(C)c(=O)n2C	19	-23	103	3	·	95	101	99	99	-19	97
COCCN(CCOC)C(=O)COC(=O)c1ccc(Cl)c(S(=O)(=O)N(C)c2ccccc2)c1	11	-19	110	5	11	101	103	103	103	13	97
Cc1cc(C)cc(OCC(=O)Nc2cccc(-c3nc4ncccc4o3)c2)c1	18	-2	100	7	·	97	101	99	99	13	96
Cc1csc(NC(=O)c2ccc(C)o2)n1	13	-10	99	14	-11	100	103	99	100	41	101
C(=C/c1ccnc2nc(SC/C=C/c3ccccc3)nn12)/c1ccccc1	14	-25	99	13	6	97	101	99	98	10	96
COc1ccc(C(=O)O/N=C(\C)c2cnccn2)cc1	20	-16	89	13	-3	98	95	94	98	2	95
CC(=O)N1CCN(c2ccc(NC(=O)C(C)Oc3ccc(Cl)cc3Cl)cc2)CC1 (stereo not given)	13	-89	100	14	·	105	108	99	103	14	103
Cc1cc(=O)[nH]c(SCC(=O)NCCc2ccccc2)n1	50	-34	98	11	·	104	109	98	101	6	95
CC(C)(C)c1[nH]nc2c1C(C1C=CCCC1)C(C#N)=C(N)O2 (stereo not given)	38	-32	100	11	-4	103	104	101	100	1	98
Cc1ccccc1OCC(=O)NN1Cc2ccccc2C1=N	31	8	100	9	·	99	101	100	99	2	97
Cc1cc(C(=O)N/N=C/c2cccnc2)c(C)o1	30	-2	93	13	·	96	94	94	94	3	93
Cc1cccc(CN2CCN(c3nc4nonc4nc3NC3CC3)CC2)c1	9	-47	103	8	-6	95	97	99	97	9	96
CCOC(=O)Cc1csc(NC(=O)c2cccs2)n1	30	1	102	16	8	102	103	101	101	3	101
CC1CCN(c2[nH]c(=S)c(C#N)c3c2CCCC3)CC1	29	-33	100	14	·	95	100	99	97	-9	95
O=C(Cc1ccccc1)NCc1ccc2c(c1)OCO2	32	-4	95	13	·	100	96	96	97	-3	95
CC1Cc2nc(SCC(N)=O)n(C)c(=O)c2S1 (stereo not given)	26	-19	98	7	·	101	103	101	98	-4	99
COc1ccc(CN(C)CC(=O)Nc2cccc(S(N)(=O)=O)c2)c(OC)c1OC	10	25	102	20	-13	98	98	99	100	34	95
CCOC(=O)C(CCCCOc1ccc([N+](=O)[O-])cc1)C(=O)OCC	17	15	97	13	·	100	98	99	97	10	97
Cc1nc(Nc2cccc(C(C)O)c2)c2nnn(Cc3ccc(F)cc3)c2n1 (stereo not given)	9	-5	100	9	·	94	97	96	97	0	95
CCn1cc(C(=O)NCCCOC)c(=O)c2cc(S(=O)(=O)N(C)C)ccc21	15	24	103	23	·	100	105	98	101	21	97
COc1ccc(S(=O)(=O)Nc2ccccn2)cc1C	28	2	96	7	1	94	99	95	96	18	94

Some of the entries so far, with values under each structure.
Screens in order: GSH fluor	Mcl1-Bid inh	Rab7 wt GTP bind	Avidin bead fluor	Pf gametocyte	Cdc42 wt	Rac1 wt GTP bind	Rab2 wt GTP	HRas wt GTP bind	Mcl1 Noxa PPI	Rac1 act GTP bind
Cc1cccc(CN2CCN(c3nc4nonc4nc3NC3CC3)CC2)c1
→ 9	-47	103	8	-6	95	97	99	97	9	96
CCOC(=O)Cc1csc(NC(=O)c2cccs2)n1
→ 30	1	102	16	8	102	103	101	101	3	101
CC1CCN(c2[nH]c(=S)c(C#N)c3c2CCCC3)CC1
→ 29	-33	100	14	·	95	100	99	97	-9	95
O=C(Cc1ccccc1)NCc1ccc2c(c1)OCO2
→ 32	-4	95	13	·	100	96	96	97	-3	95
CC1Cc2nc(SCC(N)=O)n(C)c(=O)c2S1 (stereo not given)
→ 26	-19	98	7	·	101	103	101	98	-4	99
COc1ccc(CN(C)CC(=O)Nc2cccc(S(N)(=O)=O)c2)c(OC)c1OC
→ 10	25	102	20	-13	98	98	99	100	34	95
CCOC(=O)C(CCCCOc1ccc([N+](=O)[O-])cc1)C(=O)OCC
→ 17	15	97	13	·	100	98	99	97	10	97
Cc1nc(Nc2cccc(C(C)O)c2)c2nnn(Cc3ccc(F)cc3)c2n1 (stereo not given)
→ 9	-5	100	9	·	94	97	96	97	0	95
CCn1cc(C(=O)NCCCOC)c(=O)c2cc(S(=O)(=O)N(C)C)ccc21
→ 15	24	103	23	·	100	105	98	101	21	97
COc1ccc(S(=O)(=O)Nc2ccccn2)cc1C
→ 28	2	96	7	1	94	99	95	96	18	94

Quoted from the listing.
In Rac1 wt GTP bind, `Cc1csc(NC(=O)c2ccc(C)o2)n1` has the entry 103
In Mcl1-Bid inh, `CCn1cc(C(=O)NCCCOC)c(=O)c2cc(S(=O)(=O)N(C)C)ccc21` has the entry 24
